Source: PubChem BioAssay
dFosB activator – enhances mouse delta FosB homodimer DNA binding; P13346; purified delta FosB, TAMRA-CDK5 oligo fluorescence polarization; percent of positive-control signal above neutral wells; activation, % at 25 µM; 340,000 compounds, 0.99% hits; AID 493131;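 active means mean activation above about 17%, with every replicate also reaching it, limit read from the data, passing the limit was not always enough; inconclusive means only one of the two conditions met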;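 further: fluorescence polarization rise as delta FosB binds a TAMRA Cdk5 AP-1 oligo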
MITF TRPM1 HTS – activators of MITF-driven TRPM1 promoter activity in SK-MEL-5 cells; SK-MEL-5 TRPM1-promoter luciferase, 24 h; % of positive control, neutral wells = 0; AID 588334; activation, % at 12.5 µM; 300,000 compounds, 0.75% hits;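 active means mean activation of at least 80% with every replicate also reaching 80%; inconclusive means mean reaches 80% but some replicate falls short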;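 further: 0% = neutral control wells and 100% = parthenolide positive control wells; values of inactives mirror those of a sister screen read the other way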
Wnt bcat act – Wnt/beta-catenin pathway activation; Wnt/beta-catenin reporter cell assay, activator, plate reader; activation, % at 9.35 µM; 300,000 compounds, 1.2% hits; in the data active means activation above about 30%, passing the limit was not always enough; inconclusive means no clear call, values can overlap the other calls;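 further: 0% = neutral control wells and 100% = positive control wells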
SR-BI HDL uptake – inhibitors of mouse SR-BI mediated HDL lipid uptake; Q61009; ldlA[mSR-BI] CHO cells, DiI-HDL uptake fluorescence, 3 h; inhibition, % at 12.5 µM; 320,000 compounds, 0.96% hits; AID 488896;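 active means mean replicate inhibition of at least 70% and a set share of replicates each scoring 70 or more; inconclusive means meets just one of the two criteria; inactive means fails both criteria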;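 further: 0% = median of neutral control wells and 100% = median of positive control wells; values of inactives mirror those of a sister screen read the other way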
PvdQ inh – P. aeruginosa PvdQ acylase inhibition; inhibition, % at 10 µM; AID 488965; 340,000 compounds, 0.063% hits; purified PvdQ acylase, fluorescence plate reader; in the data active means inhibition above about 30%, passing the limit was not always enough; inconclusive means no clear call, values can overlap the other calls;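 further: 0% = vehicle neutral wells and 100% = reference inhibitor wells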
CDK5 p35 inh – inhibitors of human CDK5/p35 kinase; Recombinant CDK5/p35, ADP-Glo luminescence, 60 min; inhibition, % at 10 µM; 330,000 compounds, 0.01% hits;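 active means highest replicate inhibition of at least 50% and at least 75% of replicates reaching 50%; inconclusive means only one of the two criteria met; inactive means both criteria failed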;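 further: plate controls were DMSO neutral control for no effect and GW8510 at 10 µM for full effect; many of its hits are not listed in these tables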
Target sequence (Q00535 whole entry, looked up): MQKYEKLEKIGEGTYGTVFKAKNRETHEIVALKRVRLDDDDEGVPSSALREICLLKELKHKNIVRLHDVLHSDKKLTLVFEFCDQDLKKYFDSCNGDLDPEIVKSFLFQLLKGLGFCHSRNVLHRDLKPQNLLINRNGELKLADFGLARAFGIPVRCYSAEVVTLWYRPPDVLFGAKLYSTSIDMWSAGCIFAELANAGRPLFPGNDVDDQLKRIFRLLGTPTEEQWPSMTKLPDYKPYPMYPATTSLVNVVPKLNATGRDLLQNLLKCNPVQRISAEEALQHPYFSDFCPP
Target sequence (Q15078 whole entry, looked up): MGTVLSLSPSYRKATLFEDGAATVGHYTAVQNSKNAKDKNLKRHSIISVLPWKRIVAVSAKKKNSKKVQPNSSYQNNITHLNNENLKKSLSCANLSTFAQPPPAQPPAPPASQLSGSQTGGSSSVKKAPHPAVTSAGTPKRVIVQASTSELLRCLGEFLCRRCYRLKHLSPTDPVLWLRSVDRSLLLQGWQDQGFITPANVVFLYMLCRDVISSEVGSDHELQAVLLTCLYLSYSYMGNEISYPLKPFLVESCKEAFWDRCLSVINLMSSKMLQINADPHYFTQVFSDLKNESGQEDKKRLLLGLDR
cardiac RTF act – increases calcium sensitivity of human cardiac regulated thin filaments. IANBD-labeled TnC RTF fluorescence at EC20 calcium; 0% EC20 calcium, 100% full calcium. activation, % at 7.2 µM. 340,000 compounds, 0.24% hits;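 active means activation above the mean over all tested compounds plus 3 SD, cut at about 30% in these data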;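 further: rise in fluorescence read as greater calcium sensitivity of cardiac thin filaments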
Rtt109 Vps75 – C. albicans Rtt109 histone acetyltransferase inhibition. Q5AAJ8. purified Rtt109/Vps75, ThioGlo CoA-SH fluorescence, 4 h. inhibition, % at 34.9 µM. 330,000 compounds, 0.16% hits. AID 540336;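 active means inhibition of at least 50% in every replicate; inconclusive means best replicate reaches 50% inhibition but some replicates fall short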
SR-BI uptake up – SR-BI HDL lipid transfer activation; CHO ldlA[mSR-BI] cells, DiI-HDL uptake fluorescence, 3 h; 100 = double the neutral-control signal; AID 504775; 320,000 compounds, 0.096% hits; activation, % at 12.5 µM;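 active means mean replicate activation of at least 60% and every replicate at or above 60%; inconclusive means mean or all-replicate condition met, but not both; inactive means mean below 60% and not all replicates reaching 60%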;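 further: 0% = median plate neutral-control signal and 100% = twice that signal; values of inactives mirror those of a sister screen read the other way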
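Test system: SR-BI-overexpressing, LDLR-lacking CHO cells; Also added: labelled HDL, 10 µg/mL; Measured by: bottom-read cell fluorescence after medium removal, ex 550/em 595 nm; Timing: 3 h uptake period with compound, 37 °C; Buffer or medium: F12, 0.5% BSA, 25 mM HEPES; Doses: single compound concentration, delivered by pin transfer.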
HTR5A ag – counter-screen for OPRM1-OPRD1 agonists: human HTR5A agonism | AID 504692 | P47898 | 340,000 compounds, 0.61% hits | activation, % at 9.3 µM | HTR5A agonist assay, luminescence, cell-based; in the data active means activation mostly above about 9.5%, no sharp cut-off; inactive means mostly below about 7.6%;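 further: 0% = cells with vehicle only and 100% = reference agonist; strong numbers were not always called active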
Target sequence (P47898 whole entry, looked up): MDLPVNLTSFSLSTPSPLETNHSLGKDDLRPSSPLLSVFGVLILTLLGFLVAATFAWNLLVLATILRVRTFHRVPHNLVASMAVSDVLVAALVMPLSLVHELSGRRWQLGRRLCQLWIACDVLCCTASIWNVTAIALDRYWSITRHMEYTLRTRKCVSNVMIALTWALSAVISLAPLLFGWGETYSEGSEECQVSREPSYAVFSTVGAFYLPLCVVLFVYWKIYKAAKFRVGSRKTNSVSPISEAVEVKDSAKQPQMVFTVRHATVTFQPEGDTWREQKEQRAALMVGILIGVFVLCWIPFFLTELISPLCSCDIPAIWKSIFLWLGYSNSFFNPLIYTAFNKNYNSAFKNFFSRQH
* = called active by the depositor; ? = inconclusive; / = not tested or not shown.

SMILES	dFosB activator	MITF TRPM1 HTS	Wnt bcat act	SR-BI HDL uptake	PvdQ inh	CDK5 p35 inh	cardiac RTF act	Rtt109 Vps75	SR-BI uptake up	HTR5A ag
CN1CCCC(OC(=O)c2cc(Cl)ccc2Cl)C1 (stereo not drawn)	3	16	/	-16	8	-3.4	8	-15	16	2
CCOC(=O)N1CCN(C(=O)C2CCN(S(=O)(=O)c3ccc(Cl)cc3)CC2)CC1	-2	/	-7	-12	-3	-0.7	-2	/	12	-3
COC(=O)C(CCSC)NC(=O)CNC(=O)C1CCCCC1 (stereo not drawn)	0	-6	-5	18	-2	-3.6	5	4	-18	2
CCC(C)NC(=O)CCn1c(-c2ccc(F)cc2)cc(C(C)=O)c1C (stereo not drawn)	-7	6	-5	-4	-7	-0.1	0	1	4	3
Cc1cccc(NC(=O)N2C3CCCC2CC(NC(=O)C(C)(C)C)C3)c1 (stereo not drawn)	5	/	0	76*	-15	0.6	-1	0	-76	-1
COc1cc(NC(=O)c2cnc(NCc3ccccc3)nc2C)cc(OC)c1OC	-2	-17	-2	26	-21	0.0	8	1	-26	-1
COc1cc(OC)cc(N(C(=O)c2ccco2)C(C(=O)NC2CCCC2)c2ccc(N(C)C)cc2)c1 (stereo not drawn)	-4	-9	-3	9	-20	0.4	-4	18	-9	7
COc1ccc(NC(=O)CN(C)C(=O)c2ccc3ccccc3c2)cc1	0	-1	-1	-4	13	0.7	-7	-15	4	4
[O-]C(=C(C(=S)Nc1cccc2ccccc12)[n+]1cccc(CO)c1)c1ccc(Cl)s1	-2	-27	1	19	-8	-0.3	1	5	-19	0
Cc1ccc(Oc2nc3c(C)cccn3c(=O)c2/C=C(\C#N)C(N)=O)cc1	-10	/	9	-8	-13	-3.6	2	-10	8	3
COc1ccc(NC(=S)NC(=O)c2ccc(Br)o2)cc1	-6	90*	24	-10	-14	-0.1	-1	26	10	-5
Cc1nc2ccccc2c2oc(C(=O)N3CC(C)CC(C)C3)cc12 (stereo not drawn)	-32	-8	0	30	-2	1.0	-4	-8	/	0
O=c1[nH]c(C2CCN(S(=O)(=O)c3ccccc3)CC2)nc2c1nnn2Cc1c(F)cccc1Cl	-20	/	-1	/	-13	0.1	-4	12	/	2
NC(=O)c1cc(Sc2ccccc2)nc2ccccc12	1	15	-5	-3	?	-2.9	-3	-2	3	1
CC(=O)c1ccccc1NC(=O)CC1(CC(=O)O)CCCCC1	7	-6	-1	-22	8	-0.4	1	14	22	2
COc1cccc(C(=O)N2CCN=C2SC)c1	-5	-17	3	-3	-10	1.0	5	-16	3	6
CN(C)S(=O)(=O)c1cc(NC(=O)COC(=O)c2ccc3c(c2)OCO3)ccc1Cl	-10	2	/	-3	-27	-0.1	7	9	3	1
O=C(COc1ccc2ccc(=O)oc2c1)Nc1cccc(S(=O)(=O)N2CCCCC2)c1	-4	-10	-5	56	-14	1.6	1	-1	-56	4
O=C(Nc1ccccc1)N1CCN(CCc2ccccc2)CC1	-4	-5	1	3	1	-9.3	3	4	-3	1
Cc1ccc2nc(-c3cccc(S(=O)(=O)N4CCCC4)c3)cn2c1	-8	29	13	-1	-14	/	-3	1	1	-2
CCC(=O)Nc1cccc(NC(=S)NC(=O)c2cccc(C)c2)c1	-16	45	30	34	-1	2.6	0	-3	-34	0
CCc1ccc(Nc2nc3ccccc3c(=O)s2)cc1	7	3	3	1	-16	-1.1	1	4	-1	8
Cc1nc(C(=O)NCCO)cc2c1[nH]c1ccccc12	-7	7	2	-4	-2	-0.5	3	-6	4	0
CCN1CCN(c2ccc(S(=O)(=O)N3CCOCC3)cc2NC(=O)/C=C/c2ccc(C)cc2)CC1	-16	22	-3	1	-4	-0.2	-6	16	-1	3
Cc1cc(NC(=O)CCCC(=O)OCC(F)(F)C(F)F)cc(C)c1C(=O)O	-2	/	/	-29	-9	-0.7	4	-4	29	3
CSCCC(NC(=O)c1ccco1)C(=O)OC(C)C(=O)NC(=O)NC1CCCCC1 (stereo not drawn)	-3	6	-3	-3	-10	-0.1	0	6	3	-2
O=C(NCCc1ccc(Cl)cc1)c1ccc(NC2=NC3CS(=O)(=O)CC3S2)cc1 (stereo not drawn)	16	/	2	1	2	0.5	3	-3	-1	-2
O=C1NC(=O)/C(=C\c2ccccc2OCc2cccc([N+](=O)[O-])c2)N1	-9	18	/	29	-13	0.3	5	1	-29	-3
Cc1cc(NC(=O)CSc2nc(N)c(NC(=O)c3ccc(F)c(F)c3)c(=O)[nH]2)no1	57*	3	-1	-29	-6	1.1	1	1	29	3
Cc1ccc(NC(=O)[C@H](C)NC(=O)C2CCN(C(=O)[C@@H](N)C(C)C)CC2)cc1	-2	13	1	-2	0	0.7	-8	-1	2	2
CCN(CC)S(=O)(=O)c1ccc(OC)c(NC(=O)CSCc2c(C)noc2C)c1	-9	-5	-4	19	-3	-1.9	-5	-7	-19	3
COc1ccc(NC(=S)NNC(=O)c2ccc(S(=O)(=O)N3CCOCC3)cc2)cc1	2	4	-1	-1	-3	2.1	0	3	1	-4
COc1ccc(NC(=O)Nc2ccc3nsnc3c2)cc1	-1	93*	/	15	-11	1.7	2	/	-15	1
CCOc1ccc(CCNC(=O)c2cccc(S(=O)(=O)N3CCN(C(C)=O)CC3)c2)cc1OCC	-8	0	2	52	1	0.1	-6	3	-52	-2
c1ccc(-c2nnc3sc(-c4ccncc4)nn23)cc1	-30	15	/	0	-11	1.8	1	-3	0	-1
CCOC(=O)CSC1=Nc2ccccc2C2=NC(CC(=O)NCc3ccc4c(c3)OCO4)C(=O)N12 (stereo not drawn)	-6	-10	16	-24	3	0.5	-3	1	24	1
O=C(Nc1cc(S(=O)(=O)N2CCCCC2)ccc1N1CCCCC1)c1ccncc1	-6	0	0	/	-9	-0.3	-3	9	/	3
CSc1ncccc1C(=O)OCC(=O)N1CC2(C)CC1CC(C)(C)C2 (stereo not drawn)	-3	-7	-3	31	-21	1.1	-4	-5	-31	-3
CCOC(=O)c1ccc(Nc2cc(C)nc3ncnn23)cc1	-7	7	/	10	-12	0.9	4	-10	-10	-3
Cc1ccc(C)c(OCCCN2CCc3ccccc3C2)c1	-2	-16	-1	9	-12	-0.4	-1	-2	-9	2
O=C(NC(c1ccccc1)c1c(O)ccc2ccccc12)c1ccccc1Cl (stereo not drawn)	-4	2	6	-5	8	-2.0	7	5	5	11*
CC(C)CN(C(=O)c1cccc(Cl)c1)c1c(N)n(CC(C)C)c(=O)[nH]c1=O	1	7	-2	-8	-12	0.2	-4	-2	8	4
O=[N+]([O-])c1cccc(-n2nnnc2CNCc2ccccc2)c1	-5	-5	2	-19	6	1.3	3	-9	19	2
COc1ccc2oc(C(=O)C3CC3)c(N)c2c1	-3	75	4	/	-2	0.9	-4	3	/	-2
N#Cc1cccc(NC(=O)COc2ccc(-n3ccnc3)cc2)c1	-11	-12	-2	/	-10	1.0	3	-6	/	-2
Cc1ccc(S(=O)(=O)N2CCCCCC2)cc1[N+](=O)[O-]	0	-6	0	1	-2	1.1	6	16	-1	2
CCN(CC)CCN(Cc1cc2cccc(C)c2[nH]c1=O)C(=S)Nc1ccccc1	-9	-4	-2	-15	6	1.1	-4	6	15	0
CN(C(=O)Nc1ccccc1)C1CCS(=O)(=O)C1 (stereo not drawn)	-2	-3	-4	3	-13	-0.8	0	-25	-3	-1
CC(C)Cc1nc2n[nH]c(N)c2c2c1COC(C)(C)C2	2	-10	/	-17	-8	-1.4	-2	9	17	2
COc1cc([N+](=O)[O-])ccc1NC(=O)COC(=O)c1ccc(NC(N)=O)cc1	0	0	-8	/	-3	1.2	-1	-3	/	0
CC(=O)Nc1ccc(NS(=O)(=O)c2ccc3c(c2)n(C)c(=O)n3C)cc1	-10	-6	4	-14	-6	-3.2	9	0	14	5
O=C(CSc1nnc(NC(=O)C2CC2)s1)NCc1cccs1	-5	3	-1	-6	-2	-0.9	-1	-2	6	1
Cc1ccc(NC(=O)c2nc[nH]c2C(=O)NCCCCCNC(=O)OC(C)(C)C)cc1	-14	-16	-5	5	-6	0.1	-10	1	-5	3
COC(=O)c1sccc1NC(=O)CSc1ccc(Cl)cc1	-1	10	1	-1	0	0.5	1	-5	1	5
CCOc1ccc(C2C(C(=O)O)CCC(=O)N2C2CCCCC2)cc1 (stereo not drawn)	4	-2	9	-4	14	0.6	-4	-5	4	-14
O=C(Nc1ccccc1)Nc1nnc(Cc2ccc([N+](=O)[O-])cc2)s1	8	-3	/	-4	-18	3.4	3	4	4	8
O=C(COC(=O)c1ccc[nH]c1=O)NCCCc1ccccc1	3	-1	1	-27	-9	1.3	2	-6	27	-3
Cc1ccc(S(=O)(=O)Nc2c(C)n(C)n(-c3ccccc3)c2=O)cc1C(=O)NCc1ccccn1	-1	1	-4	6	-10	2.4	0	-10	-6	-5
Cc1ccc(S(=O)(=O)c2ccc(-n3nc(C)cc3N)cc2)cc1	-3	9	-1	-3	0	-0.2	/	0	3	/
CCOc1ccc(CNC(=S)N/N=C/c2cccnc2)cc1	-10	-11	-4	-17	-11	0.1	4	14	17	1
Following part:
SMILES	dFosB activator	MITF TRPM1 HTS	Wnt bcat act	SR-BI HDL uptake	PvdQ inh	CDK5 p35 inh	cardiac RTF act	Rtt109 Vps75	SR-BI uptake up	HTR5A ag
Clc1ccc(C2=Nn3c(nnc3-c3n[nH]c4c3CCC4)SC2)cc1Cl	-20	4	10	12	-4	-0.6	-2	13	-12	3
CC(C)CCC(C)NC(=O)CN1C(=O)NC(C)(c2ccc3ccccc3c2)C1=O (stereo not drawn)	-8	-3	-1	30	-3	2.0	0	17	-30	3
O=C(COc1ccc(Br)cc1)Nc1ccccc1N1CCCC1	2	-6	-8	3	-2	-2.8	-6	/	-3	-6
CCOC(=O)C1CCN(C(=O)Nc2ccc3oc(C)nc3c2)CC1	1	3	6	-13	-9	-0.9	4	-1	13	4
Cc1cccc(C(=O)OCC(=O)NN2C(=O)NC3(CCC(C)CC3)C2=O)c1O (stereo not drawn)	-11	-3	-3	-19	-12	0.2	-5	-3	19	4
CCOC(=O)c1c(C)[nH]c(C)c1C(=O)CSc1nnc(N)s1	-3	-7	-1	3	2	1.1	4	10	-3	5
CC(=O)Nc1cc2c(cc1NC(=O)Cn1nc(-c3ccccc3F)ccc1=O)OCCO2	-2	-2	/	-10	-7	1.7	0	1	10	-5
COCCNC(=O)CCn1c(=O)oc2ccccc21	6	12	1	-22	-16	0.7	7	-3	22	-1
O=C(O)c1ccc(COc2ccc(Cl)cc2)o1	4	6	11	-36	-5	-3.9	-1	-1	36	-5
